High-throughput results as filed in PubChem.
BRCA1 expr act: BRCA1 expression activation; MCF7-BRCA1-FFLuc reporter, luminescence, 48 h; response scale: scaled: vehicle 0%, 10 µM genistein 100%; Potency, µM (highest dose often 46.1 µM), for inactives: at the highest dose activation, hits mostly activators; 380,000 compounds, 1.1% hits; AID 624202; further: potency means the concentration at half of the fitted maximal effect; nearly all actives have a fitted effect of over 80% in size; some results filed as inactive show a strong effect at the top dose
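MCF7 cells carrying a BRCA1-firefly luciferase reporter (2000 cells/well, phenol-red free MEM) were attached for 2 h at 37 °C, then given compounds for 48 h. Luminescence was read 15 min after luciferase reagent; activity normalized to genistein (10 microM) and DMSO.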
PTAP TSG101 blk: blocks PTAP/TSG101 interaction to inhibit HIV-1 budding | Fluorescence polarization, FITC-PTAP peptide / Tsg101 binding | AID 493005 | Potency, µM (doses to about 115 µM), without a hit: at the top dose activity change, negative = inhibition, actives largely listed as inhibitors | 340,000 tested, under 10 active; active means well fitted inhibition curve with a large enough effect in the main read-out, with a control signal flat, not every such curve was filed as active; inconclusive means small, poorly fitted or top-dose-only effect, or effect the other way, or a change in a side signal; inactive means no such curve, though single readings can be large or run the other way; further: potency means the concentration at half of the fitted maximal effect; % of control where 0% means no effect
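Tsg101 binding domain (10 uM final) was mixed with compound and a FITC-labeled PTAP peptide (50 nM final) in HEPES pH 7.5 buffer with NaCl, Tween 20, EDTA and TCEP; fluorescence polarization was read after 20 min at r.t.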
a7 integrin act: activators of alpha7 integrin expression for muscular dystrophy; alpha7betagal myoblasts, beta-gal FDG fluorescence, 48 h; Potency, µM (titrated, usually from 38.3 µM), for inactives: top-dose activation, most hits filed as activators; 350,000 compounds, 0.064% hits; AID 624291;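 further: potency means the concentration at half of the fitted maximal effect; 100% = response of the positive control SU9516; nearly all actives have a fitted effect of over 60% in size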
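alpha7betagal+/- myoblasts (passage 13, 250/well) treated 48 h at 37C with compounds at 1:260 dilution of DMSO stock. Lysed, then beta-galactosidase activity read as FDG fluorescence (ex 480/em 540) after 30 min, with pre-read for autofluorescence.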
TRPV1 ag: activates the human vanilloid receptor TRPV1; Q8NER1; 320,000 compounds, 0.19% hits; activation, % at 8.33 µM; AID 540275; TRPV1-expressing cells, Fluo-8 calcium influx, agonist mode; in the data active means activation above about 80%; inconclusive means between about 30% and that limit; further: 0% is about no effect
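Fluo-8 calcium influx in TRPV1-expressing cells, kinetic read (ex 480/em 520 nm). Compound added and read 3 min for agonist activity, followed by capsaicin at EC20 final and 2 min further read for enhancement.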
TCR activator: activators of T cell receptors. primary human leukocytes, anti-CD3, IL-2 HTRF, 48 h. Potency, µM (doses to about 9.22 µM), without a hit: at the highest dose activation of IL-2 secretion, hits mostly activators. 330,000 tested, under 10 active. AID 504894; further: % of control where 0% means no effect
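Primary human leukocytes were stimulated with a-CD3 beads plus compounds for 48 hr without co-stimulation; secreted IL-2 was quantified by HTRF using a-IL-2-K (europium cryptate) and a-IL-2-d2, excited at 320nm with acceptor emission read at 665nm.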
A-T KAP1 phos: potential ataxia-telangiectasia treatment. […] A-T fibroblasts, KAP-1 phosphorylation AlphaLISA; neocarzinostatin DNA damage 30 min before lysis. Potency, µM (highest dose often 57.5 µM), for the others: top-dose activation, most hits filed as activators. 320,000 compounds, 0.19% hits; further: potency means the concentration at half of the fitted maximal effect; % of control where 0% means no effect; nearly all actives have a fitted effect of over 45% in size
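hTERT-immortalized A-T patient fibroblasts ([…]), 500 cells/well in OPTI-MEM, 1% FBS, got compounds for 60 min, then NCS for 30 min at 37C. Lysates were then assayed for phospho-KAP-1 by AlphaLISA (anti-pKAP1 donor, anti-KAP1 acceptor beads), 6 hr at 25C.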
p53 reactivation: restores transcriptional activity of mutant p53; H1299 p53-A138V BP100-luciferase reporter, luminescence, 24 h; Potency, µM (doses to about 92.2 µM), without a hit: at the highest dose activity change, positive = activation, usual class: activators; 320,000 compounds, 0.063% hits; further: potency means the concentration at half of the fitted maximal effect; % of control where 0% means no effect; nearly all actives have a fitted effect of over 45% in size
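H1299 (p53-null), stable ts p53-A138V + BP100-Luc; 1000 cells/well, Opti-MEM/10% FBS; cpd 4 pt, 1:5; 24 h, 37 deg C, 5% CO2; detection reagent 10 min RT; luminescence.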
ELG1 DNA repair: inhibitors of ELG1-dependent DNA repair in HEK293T cells | HEK293T ELG1-luciferase reporter, luminescence, 16 h; DNA damage induced by 5-fluorouridine | Potency, µM (doses to about 46.1 µM), without a hit: at the highest dose activity change, negative = inhibition, actives largely listed as inhibitors | 330,000 compounds, 2.3% hits | AID 504467; further: potency means the concentration at half of the fitted maximal effect; on the % scale 0 is the no-effect control and ±100 the full control effect; nearly all actives have a fitted effect of over 55% in size
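DMSO vehicle served as the neutral condition. Each well held 2,000 cells given 5-fluorouridine plus compound; after 16 hr at 37 °C/5% CO2, ONE-Glo was added and luciferase measured 30 min later.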
B2AR arrestin: recruits beta-arrestin to the human beta2-adrenergic receptor | beta-arrestin recruitment to beta2AR, cell-based reporter | Potency, µM (series often up to 46.1 µM), for the others: top-dose activation, usual class: activators | 330,000 compounds, 0.02% hits;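 further: potency means the concentration at half of the fitted maximal effect; 0% = DMSO controls and full agonism = EC100 isoproterenol or metaproterenol; nearly all actives have a fitted effect of over 65% in size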
CXXC DNA block: blocks binding of human MLL CXXC domain to DNA; Q03164; MLL-CXXC / FITC-HOXA9 DNA fluorescence polarization; Potency, µM (titrated, usually from 115 µM), without a hit: top-dose activity change, negative = inhibition, actives largely listed as inhibitors; 290,000 compounds, 0.037% hits; AID 2662; active means well fitted inhibition curve with a large enough effect in the polarisation, with a control signal flat, not every such curve was filed as active; inconclusive means small, poorly fitted or top-dose-only effect, or effect the other way, or a change in a side signal; inactive means no such curve, though single readings can be large or run the other way; the % refers to the polarisation; further: potency means the concentration at half of the fitted maximal effect
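Purified MLL-CXXC (added from a 7 uM solution) was preincubated 5 min at ambient with pinned compounds in 50 mM Tris-HCl pH 7.5, 50 mM NaCl, 1 mM DTT, 0.05% BSA. Fluorescein-labeled HOX-A9 DNA (50 nM solution) followed, 30 min, then polarization read.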
* marks the source's active call; other numbers are inactive results; [ ] = another dose, or the depositor's remark. Unless noted, the call rests on the fitted dose curve; in most records, active means well fitted curve in the direction sought with a large enough effect; inconclusive means small, poorly fitted or top-dose-only effect, or another doubt; inactive means no such curve, though single readings can be large; an effect the other way counts as inactive or inconclusive.

For O=C1/C(=C/N(C(=O)c2ccco2)c2ccc(Br)cc2)Sc2ccccc21 the results were BRCA1 expr act -19.9%, PTAP TSG101 blk -0.1%, a7 integrin act -8.0%, TRPV1 ag inconclusive, TCR activator 0.2%[46.1 µM], A-T KAP1 phos 5.9%, p53 reactivation inconclusive, ELG1 DNA repair inconclusive, B2AR arrestin -0.2% and CXXC DNA block -1.0%.
Cc1cccc(N=C2NN=C(c3c[nH]c4ccccc34)CS2)c1 was read as BRCA1 expr act -15.9%, PTAP TSG101 blk -4.1%, a7 integrin act -0.9%, TRPV1 ag -5.3, TCR activator 3.0%[46.1 µM], A-T KAP1 phos -14.2%, p53 reactivation inconclusive, ELG1 DNA repair -13.9%, B2AR arrestin 0.2% and CXXC DNA block 3.7%.
For COCC1CCN(C(=O)CCc2nnc(C3(c4ccc(Cl)cc4)CCC3)o2)CC1 the results were BRCA1 expr act 0.8%, a7 integrin act 12.0%, TRPV1 ag 22.5, TCR activator -9.0%, A-T KAP1 phos -3.1%, p53 reactivation 13.5%, ELG1 DNA repair 12.5%, B2AR arrestin -0.2% and CXXC DNA block 3.9%.
For COc1cc(C(=O)N2CCN(C(=O)c3ccccc3)CC2)cc(OC)c1OC the results were BRCA1 expr act 3.3%, PTAP TSG101 blk -6.9%, a7 integrin act 4.8%, TRPV1 ag 2.6, TCR activator 5.8%, A-T KAP1 phos -12.9%, p53 reactivation 1.1%, ELG1 DNA repair -0.4%, B2AR arrestin 0.5% and CXXC DNA block 6.1%.
CCOC(=O)CSC1=N/C(=C\c2cc(OC)c(OC)c(OC)c2)C(=O)N1C was read as BRCA1 expr act -5.8%, PTAP TSG101 blk 0.4%, a7 integrin act 0.8%, TRPV1 ag 4.1, TCR activator -5.7%[46.1 µM], A-T KAP1 phos -0.4%, p53 reactivation -7.5%, ELG1 DNA repair -8.3%, B2AR arrestin -0.7% and CXXC DNA block 1.7%.
CCOC(=O)C1=CN(Cc2ccco2)S(=O)(=O)N(C)C1CC (stereo unspecified) was read as BRCA1 expr act 0.5%, PTAP TSG101 blk 0.8%, a7 integrin act -5.3%, TCR activator 4.4%[46.1 µM], A-T KAP1 phos -1.5%, p53 reactivation -4.0%, ELG1 DNA repair 11.3% and B2AR arrestin 0.3%.
For Cc1ccc(S(=O)(=O)NCCC(=O)N2CC(C)OC(C)C2)cc1 (stereo unspecified) the results were BRCA1 expr act -6.5%, PTAP TSG101 blk -0.2%, a7 integrin act 5.8%, TRPV1 ag -0.2, TCR activator 2.6%, A-T KAP1 phos -4.6%, p53 reactivation 0.6%, ELG1 DNA repair 2.8% and B2AR arrestin -0.1%.
Screening O=C(NCc1ccco1)C1Cc2ccccc2CN1C(=O)c1ccco1 (stereo unspecified) returned BRCA1 expr act 52.4%, PTAP TSG101 blk -7.1%, a7 integrin act 4.2%, TRPV1 ag -2.5, TCR activator 3.6%, A-T KAP1 phos 4.7%, p53 reactivation -1.2%, ELG1 DNA repair 4.3%, B2AR arrestin -0.2% and CXXC DNA block 6.2%.
For CCOC(=O)c1cnc(-c2ccccc2O)nc1Cl the results were BRCA1 expr act 75.6%, PTAP TSG101 blk 0.0%, a7 integrin act 5.2%, TRPV1 ag 2.6, TCR activator 1.4%, A-T KAP1 phos -1.9%, p53 reactivation 0.6%, ELG1 DNA repair inconclusive, B2AR arrestin -0.3% and CXXC DNA block -10.2%.
For O=C1OC(Nc2ccc(F)cc2F)c2ccccc21 (stereo unspecified) the results were BRCA1 expr act 7.4%, PTAP TSG101 blk -7.8%, a7 integrin act 11.9%, TRPV1 ag -2.5, TCR activator -8.8%, A-T KAP1 phos -9.2%, p53 reactivation -12.2%, ELG1 DNA repair 15.3%, B2AR arrestin -0.6% and CXXC DNA block 0.0%.
Screening CC1CC(C)CN(CCCNC(=O)Cc2c(C(=O)O)[nH]c3ccccc23)C1 (stereo unspecified) returned BRCA1 expr act 11.1%, PTAP TSG101 blk -6.9%, a7 integrin act 18.2%, TRPV1 ag 0.5, TCR activator -2.2%, A-T KAP1 phos -2.6%, p53 reactivation 9.6%, ELG1 DNA repair -8.0%, B2AR arrestin 0.0% and CXXC DNA block -10.9%.
For O=C1c2cccnc2-c2ncccc21 the results were BRCA1 expr act 4.3%, PTAP TSG101 blk -1.6%, a7 integrin act -9.8%, TRPV1 ag -3.0, TCR activator -52.9%, A-T KAP1 phos -5.3%, p53 reactivation 12.4%, ELG1 DNA repair 18.8%, B2AR arrestin 0.3% and CXXC DNA block -1.0%.
COC(=O)CNC(=O)CSc1nc2c(sc(=S)n2-c2ccccc2)c(=O)[nH]1 was read as BRCA1 expr act 2.0%, PTAP TSG101 blk -8.5%, a7 integrin act -22.5%, TRPV1 ag -3.9, TCR activator -1.5%, A-T KAP1 phos 7.8%, p53 reactivation -1.8%, ELG1 DNA repair 1.6%, B2AR arrestin -0.4% and CXXC DNA block 1.5%.
For Cc1ccc(S(=O)(=O)N(C)CC(=O)Nc2ncccc2C)cc1 the results were BRCA1 expr act 4.5%, PTAP TSG101 blk -0.4%, a7 integrin act 23.0%, TRPV1 ag -0.2, TCR activator -4.1%, A-T KAP1 phos 11.4%, p53 reactivation -3.4%, ELG1 DNA repair -19.1% and B2AR arrestin -0.6%.
For COc1ccccc1CC(=O)c1ccc(OCc2ccccc2)cc1 the results were BRCA1 expr act 8.91µM*, PTAP TSG101 blk -5.0%, a7 integrin act 17.6%, TRPV1 ag -0.2, TCR activator 4.9%, A-T KAP1 phos 16.7%, p53 reactivation inconclusive, ELG1 DNA repair inconclusive and B2AR arrestin -1.0%.
`COc1ccc(-n2nc(C(=O)N3CCC(N4CCCCC4)CC3)c3c4ccccc4n(C)c3c2=O)cc1` gave BRCA1 expr act -20.4%, PTAP TSG101 blk -3.0%, a7 integrin act -44.3%[inhibitor], TRPV1 ag 0.7, TCR activator -1.1%, A-T KAP1 phos -2.1%, p53 reactivation -6.2%, ELG1 DNA repair inconclusive, B2AR arrestin 0.0% and CXXC DNA block 27.9%.
`CCOc1ncccc1C(=O)OCC(=O)c1c[nH]c2ccccc12` gave BRCA1 expr act -11.4%, PTAP TSG101 blk -3.2%, a7 integrin act 19.5%, TRPV1 ag 6.7, TCR activator -5.8%, A-T KAP1 phos -2.5%, p53 reactivation 5.6%, ELG1 DNA repair 8.6% and B2AR arrestin -0.3%.
`Cc1cccc(NC(=S)N2N=CCC2c2ccccc2)c1` (stereo unspecified) gave BRCA1 expr act inconclusive, PTAP TSG101 blk -0.1%, a7 integrin act 9.5%, TRPV1 ag -1.9, TCR activator 6.3%, p53 reactivation 11.0%, ELG1 DNA repair inconclusive, B2AR arrestin 2.7% and CXXC DNA block 5.7%.
CCOC(=O)c1c(C)n(C)c2ccc(OC)c(NC(=O)CN3CCN(C4CCCCC4)CC3)c12 was read as BRCA1 expr act -17.2%, PTAP TSG101 blk -2.3%, a7 integrin act 16.1%, TRPV1 ag -1.8, TCR activator 2.4%, A-T KAP1 phos 6.7%, p53 reactivation -6.7%, ELG1 DNA repair 17.4%, B2AR arrestin -0.9% and CXXC DNA block 11.8%.
Cc1ccc(C(C)NC(=O)c2ccncc2)cc1C (stereo unspecified) was read as BRCA1 expr act 2.4%, PTAP TSG101 blk -0.7%, a7 integrin act inconclusive, TRPV1 ag 11.0, TCR activator 11.8%, A-T KAP1 phos 1.1%, p53 reactivation 5.4%, ELG1 DNA repair -8.4%, B2AR arrestin 0.3% and CXXC DNA block 16.8%.
For COc1ccc2c(c1OC)C(=O)OC2N1C(=O)CC[C@H]1C(=O)NCC1CCCO1 (stereo partly specified) the results were BRCA1 expr act 0.5%, PTAP TSG101 blk -3.5%, a7 integrin act -11.0%, TRPV1 ag 1.9, TCR activator -2.0%, A-T KAP1 phos 12.1%, ELG1 DNA repair -6.1%, B2AR arrestin -0.3% and CXXC DNA block 2.4%.
Screening CCN1C(=O)[C@@H]2[C@@H](c3ccc(SC4CCCCC4)cc3)N3CCC[C@@]3(C(=O)OC)[C@@H]2C1=O returned BRCA1 expr act -11.9%, PTAP TSG101 blk 0.2%, a7 integrin act -28.6%, TRPV1 ag 4.5, TCR activator 7.0%, A-T KAP1 phos 4.5%, p53 reactivation 3.3%, ELG1 DNA repair 11.2% and B2AR arrestin -0.1%.
For O=[N+]([O-])c1ccc(N/N=C2\CC3CC=CC23)cc1 (stereo unspecified) the results were BRCA1 expr act 61.5%, PTAP TSG101 blk -2.8%, a7 integrin act -5.1%, TRPV1 ag -2.4, TCR activator 3.0%, A-T KAP1 phos -2.2%, p53 reactivation 12.0%, ELG1 DNA repair -2.0%, B2AR arrestin 0.2% and CXXC DNA block 8.6%.
